PfHsp40 yeast – compounds rescuing yeast from Plasmodium falciparum HSP40 toxicity | S. cerevisiae expressing PfHsp40, growth rescue, ATP luminescence | growth rescue, % at 12.5 µM | 340,000 tested, 0.68% active | AID 504582; in the data active = growth rescue above about 28%, passing the limit was not always enough; inconclusive = no clear call, values can overlap the other calls;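 also: yeast W303a lacking pdr1 and pdr3 grown in galactose medium; growth measured after three days at 30 °C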
GDH-TPI counter – GDH-TPI coupled enzyme inhibition counter-screen | 360,000 tested, 1.2% active | AID 588335 | inhibition, % at 4.8 µM | GDH-TPI coupled enzyme counterscreen, NADH absorbance; in the data active = inhibition above about 30%;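 also: 0% = DMSO wells and 100% = wells lacking the enzyme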
Mtb BioA inh – inhibitors of Mycobacterium tuberculosis BioA enzyme | 360,000 tested, 0.096% active | inhibition, % at 9.99 µM | purified M. tuberculosis BioA enzyme, plate reader | AID 602481; in the data active = inhibition above about 40%; inconclusive = no clear call, values can overlap the other calls
BoNT-F LC inh – blocks Botulinum neurotoxin F light chain protease. Multiplex microsphere protease cleavage assay, flow cytometry. inhibition, % at 10 µM. 360,000 tested, 0.22% active. AID 588497; in the data active = inhibition above about 35%, passing the limit was not always enough; inconclusive = no clear call, values can overlap the other calls; also: plate controls were buffer without enzyme for full effect and enzyme alone for no effect
UGM FP inh – blocks M. tuberculosis UGM enzyme; purified UGM, fluorescence polarization probe displacement; inhibition, % at 10 µM; P9WIQ1; 320,000 tested, 0.06% active; AID 504406; in the data active = inhibition above about 10%, passing the limit was not always enough; inconclusive = no clear call, values can overlap the other calls
Target sequence (P9WIQ1 whole entry, looked up): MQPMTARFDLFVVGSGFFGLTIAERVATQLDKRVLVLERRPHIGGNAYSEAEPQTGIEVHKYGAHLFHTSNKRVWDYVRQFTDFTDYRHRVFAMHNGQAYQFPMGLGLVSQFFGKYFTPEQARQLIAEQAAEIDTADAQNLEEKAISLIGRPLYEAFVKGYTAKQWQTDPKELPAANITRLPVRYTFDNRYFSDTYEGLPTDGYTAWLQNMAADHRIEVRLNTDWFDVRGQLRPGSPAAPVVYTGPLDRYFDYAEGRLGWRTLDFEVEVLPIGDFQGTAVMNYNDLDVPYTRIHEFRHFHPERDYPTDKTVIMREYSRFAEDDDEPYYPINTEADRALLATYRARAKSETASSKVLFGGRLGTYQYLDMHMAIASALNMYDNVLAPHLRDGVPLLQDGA
Mtb FBA inh – Mtb fructose-bisphosphate aldolase inhibition; P9WQA3; purified M. tuberculosis FBA, fluorescence read-out; inhibition, % at 1 µM; 360,000 tested, 2.3% active; in the data active = inhibition above about 27%;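 also: 0% = vehicle and 100% = reference inhibitor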
Target sequence (P9WQA3 whole entry, looked up): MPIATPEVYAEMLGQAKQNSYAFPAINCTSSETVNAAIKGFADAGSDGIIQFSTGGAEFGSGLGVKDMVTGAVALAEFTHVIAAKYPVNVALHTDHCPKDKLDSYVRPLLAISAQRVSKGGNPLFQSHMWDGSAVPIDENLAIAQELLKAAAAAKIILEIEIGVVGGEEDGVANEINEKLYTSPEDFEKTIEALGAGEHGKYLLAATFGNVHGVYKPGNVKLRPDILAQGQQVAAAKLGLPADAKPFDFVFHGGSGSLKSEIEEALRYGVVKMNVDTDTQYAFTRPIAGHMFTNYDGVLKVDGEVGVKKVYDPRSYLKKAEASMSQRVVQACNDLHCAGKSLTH
FadD28 FP inh – inhibitors of Mycobacterium tuberculosis FadD28 bisubstrate binding | FadD28 bisubstrate probe binding, fluorescence polarization | inhibition, % at 12.5 µM | 360,000 tested, 0.22% active; in the data active = inhibition above about 8.5%, passing the limit was not always enough; inconclusive = no clear call, values can overlap the other calls
Anthrax LF prot – blocks Bacillus anthracis lethal factor protease; P15917; multiplex microsphere protease cleavage assay, LF; AID 588501; inhibition, % at 10 µM; 360,000 tested, 0.12% active; also: plate controls were buffer without enzyme for full effect and enzyme alone for no effect
BoNT A protease – inhibitors of Botulinum neurotoxin A light chain protease. multiplex microsphere protease substrate cleavage, flow cytometry. inhibition, % at 10 µM. 360,000 tested, 0.17% active; also: plate controls were buffer without enzyme for full effect and enzyme alone for no effect
Starred values were filed as active, the others as inactive; ? = inconclusive; . = not tested or not shown. Rule as the data show it, unless noted: active = inhibition above about 30%; inconclusive = no clear call, values can overlap the other calls; inactive = below that.

SMILES	PfHsp40 yeast	GDH-TPI counter	Mtb BioA inh	BoNT-F LC inh	UGM FP inh	Mtb FBA inh	FadD28 FP inh	Anthrax LF prot	BoNT A protease
COc1ccc(/C(O)=C2/C(=O)C(=O)N(Cc3ccco3)C2c2cccs2)cc1 (stereo unspecified)	-0.5	20	1.8	-2	-2.4	-2	-4.6	7	-0.3
COc1cc(CNc2ccc(NC(C)=O)cc2)ccc1OCc1ccccc1C	0.0	2	.	-5	2.4	-1	-1.0	7	0.2
Cc1ccc(-n2nnnc2SCC(=O)N2c3ccccc3NC(=O)C2(C)C)cc1	1.6	-2	4.1	-9	0.3	0	-3.7	-9	-1.1
COc1ccc(CNS(=O)(=O)c2ccc(-n3cccn3)cc2)cc1	-0.4	-4	-0.1	-2	-0.6	2	-0.5	3	-0.9
CC/C(=C(\c1ccc(O)cc1)c1ccc(OCCN(C)C)cc1)c1ccccc1	0.1	7	0.6	-5	-4.2	-2	-4.0	-1	-1.4
CCCC/C(C)=N/NC(=O)c1cn(-c2ccccc2)nc1-c1ccccc1	-0.1	6	-1.4	-3	-2.0	0	-0.4	-3	-0.3
COC(=O)C1=C(COc2ccc(C=O)cc2OC)NC(=O)NC1c1cc(C)ccc1C (stereo unspecified)	22	0	.	-5	-0.5	-1	-5.1	-2	-0.3
COc1ccccc1CCC(=O)Nc1nc2ccccc2[nH]1	1.0	10	-2.6	1	0.9	-5	-1.5	5	-0.1
COc1cc(NC(=O)Cn2cnc(S(=O)(=O)N3CCc4ccccc43)c2)cc(OC)c1OC	1.4	4	1.5	1	0.0	-1	-3.6	-1	-0.4
CCCc1[nH]c(=O)c(C#N)c2c1COC(C)(C)C2	-0.7	8	-0.4	-15	0.5	12	-1.8	11	-1.4
COc1ccc(CN2C(=NC(=O)C3CCCO3)SC3CS(=O)(=O)CC32)cc1 (stereo unspecified)	0.0	6	-1.0	-7	-3.4	2	0.4	-3	-0.9
COc1ccc2cc(CCNC(=O)c3ccc4c(c3)OCO4)c(=O)[nH]c2c1	-1.1	23	-1.6	6	-0.5	2	-1.0	-1	0.6
CN=C1SC(CC(=O)Nc2ccccc2F)C(=O)N1C (stereo unspecified)	0.1	0	-4.8	-2	-1.5	4	-1.4	3	-0.8
COc1ccc(-c2cc(C(=O)Nc3ccc(OC)c(OC)c3)no2)cc1	-1.1	14	0.4	-2	-1.2	-3	-0.1	8	-0.5
COc1ccc(CC(=O)Nc2ccc(S(=O)(=O)Nc3nccc(C)n3)cc2)cc1	2.2	-4	-1.5	0	0.3	-1	-3.5	0	0.1
CC(C)Nc1nc(NCCOc2ccccc2Cl)c2sccc2n1	.	1	-1.0	-13	.	-1	-6.6	-7	-0.3
CCN1/C(=C\c2ccc3ccccc3[n+]2CC)Sc2cc(C)ccc21	23	10	.	-29	-2.3	-20	-2.5	15	71*
CC(=Nc1c(C)n(C)n(-c2ccccc2)c1=O)c1c(O)n(Cc2ccccc2)c(=O)[nH]c1=O	-1.4	21	-3.4	1	0.1	-4	-1.8	6	1.5
COc1ccc(C2CC(=O)c3ccccc3O2)cc1 (stereo unspecified)	0.4	10	0.3	-3	-0.3	1	-1.4	-4	-0.3
COc1ccc(C2SCC(=O)Nc3c2c(C)nn3-c2ccccc2)cc1OC (stereo unspecified)	-0.5	-6	.	-6	-0.9	-3	0.3	-2	-3.3
CC(C)(C)c1ccc(-c2n[nH]c(=S)n2Cc2ccccc2)cc1	-0.8	-6	-0.2	-7	2.2	4	-4.2	-11	0.6
Cc1cc(C)cc(N(CC(=O)Nc2ccc(C)cc2Cl)S(=O)(=O)c2c(C)[nH]c(=O)[nH]c2=O)c1	-0.2	1	0.9	-1	-0.1	3	-2.1	2	-2.1
COC(=O)CN(c1ccc(OC)cc1OC)S(=O)(=O)c1ccccc1[N+](=O)[O-]	-0.9	3	.	1	0.0	1	-2.9	9	-0.6
Cn1cccc1-c1cc(C(=O)N2CCc3c([nH]c4ccccc34)C2c2ccccn2)[nH]n1 (stereo unspecified)	-1.7	0	.	-2	6.1	-1	1.2	-3	-1.3
O=C(c1cc(COc2ccc(-n3cncn3)cc2)on1)N1CCCC1	-1.7	-9	-4.2	1	1.2	-1	-0.9	-3	0.4
O=c1[nH]nc(-c2ccc(NCCCO)c([N+](=O)[O-])c2)c2ccccc12	.	5	-0.1	-6	2.6	-6	-1.3	6	0.8
O=c1[nH]c(=O)n(CCC2=CCCCC2)c(O)c1C=NCc1cccnc1	-1.7	3	0.2	-3	1.5	-1	-0.5	-6	-0.4
O=C(Nc1cccc(-c2nc3cc(Cl)ccc3o2)c1)C1CCCO1 (stereo unspecified)	3.2	2	0.4	-21	1.0	8	-0.4	-4	-1.8
CCOc1cc(/C=C/c2ccc3cccc([N+](=O)[O-])c3n2)cc(Cl)c1O	0.0	12	.	-9	-0.6	-6	0.8	-1	-0.9
CN(CC(=O)N1CC=C(c2ccccc2)CC1)S(=O)(=O)c1cnc[nH]1	0.7	-1	.	.	-1.2	2	0.6	.	.
Cc1cccc(-n2nc(CC#N)c(C#N)c2N)c1	-0.4	2	.	-16	-0.5	2	0.8	-2	-1.2
Nc1nonc1-n1nnc(C(=O)N/N=C/c2ccc(Br)cc2)c1CSC1=NCCS1	2.9	11	2.8	-6	.	-4	-14	0	-0.1
CCOC(=O)c1c(N)sc(C(N)=O)c1C	-0.4	16	58*	0	-1.0	-1	-1.4	-8	-0.3
O=C(/C=C/c1cc(Br)ccc1O)c1ccco1	0.4	18	5.1	-5	1.3	-4	-13	-2	-1.5
Cn1c(=O)c2c(nc(SCc3ccc(F)cc3)n2C)n(C)c1=O	-1.4	-1	-1.4	4	0.5	0	-5.1	-10	1.0
CCCC(=O)OCC(=O)Nc1ccccc1C#N	-2.3	0	-0.8	-15	-1.0	-4	-4.2	-1	-1.3
C=CCN1C(=O)/C(=C/c2ccc(OC(C)=O)c(OCC)c2[N+](=O)[O-])SC1=S	-0.5	9	.	3	.	-17	-0.4	9	25
Cc1ccc(N2C(=O)C3C(C2=O)N2CCCN2C3c2ccccc2)cc1C (stereo unspecified)	-0.5	1	.	-1	2.3	1	-0.3	5	-0.4
CS(=O)(=O)NCCCCCCNS(C)(=O)=O	-1.6	-6	.	5	-1.9	5	-3.6	6	1.8
N#CCCCCN1CCCC1	.	10	0.4	-30	0.2	1	-1.8	-8	-4.2

As entered above.
`CCOC(=O)c1c(N)sc(C(N)=O)c1C` @ UGM FP inh: -1.0
`O=C(c1cc(COc2ccc(-n3cncn3)cc2)on1)N1CCCC1` @ FadD28 FP inh: -0.9

Back to the main list, starting 2 compounds before the break.
SMILES	PfHsp40 yeast	GDH-TPI counter	Mtb BioA inh	BoNT-F LC inh	UGM FP inh	Mtb FBA inh	FadD28 FP inh	Anthrax LF prot	BoNT A protease
CS(=O)(=O)NCCCCCCNS(C)(=O)=O	-1.6	-6	.	5	-1.9	5	-3.6	6	1.8
N#CCCCCN1CCCC1	.	10	0.4	-30	0.2	1	-1.8	-8	-4.2
O=C(O)c1occc1CSc1ccccc1	0.9	2	-1.0	-26	0.8	4	-2.0	-20	-2.2
CCNc1ccc(Br)cc(C(=O)/C=C/c2ccc3c(c2)OCO3)c1=O	37*	17	1.3	-15	-2.2	-2	2.4	2	6.0
CN(Cc1ccco1)C(=O)CCc1nc2sc3c(c2c(=O)[nH]1)CCCC3	-1.0	-4	0.5	6	0.6	3	-2.1	-2	-0.5
Cc1cc(NS(=O)(=O)c2ccc(NC(=O)CSc3nc4ncccc4[nH]3)cc2)nc(C)n1	-0.7	-5	0.8	0	0.9	8	-1.1	-8	-0.5
CC1CCN(c2nc3ccc(C(=O)NCCCN4CCCCC4)cc3s2)CC1	1.7	-1	-0.5	-9	3.5	1	-3.4	-4	-0.3
O=C(COC(=O)Cc1ccc(Br)cc1)NC12CC3CC(CC(C3)C1)C2	3.3	4	1.7	?	-0.5	2	-5.8	-5	-0.6
COc1ccc(OCCC(=O)OCC(=O)Nc2cccc(Br)c2)cc1	1.8	-3	.	2	1.6	2	0.5	3	-0.3
CCNC(=O)C1(C)CCCN(Cc2noc(-c3c(C)noc3C)n2)C1 (stereo unspecified)	.	-4	-1.8	-1	.	-2	-3.6	-7	-0.3
Cc1ncoc1C(=O)N1CCCC(N2CCN(c3cccc(C(F)(F)F)c3)CC2)C1 (stereo unspecified)	-0.8	4	0.1	-1	-3.5	3	-0.2	-2	-0.1
COc1ccc(N=C2SC(C(N)=O)CC(=O)N2Cc2ccc3c(c2)OCO3)cc1 (stereo unspecified)	-0.2	9	-6.2	?	0.5	9	0.2	10	?
CN(C)C(=O)c1cc([N+](=O)[O-])ccc1O	0.8	0	.	-5	-2.2	-6	-0.3	-4	-1.3
Cc1cc(C)n2c(SCC(=O)N(CC(C)C)c3c(N)n(CC(C)C)c(=O)[nH]c3=O)nnc2n1	0.2	2	.	-7	-0.6	-3	-4.8	3	-1.4
COC(=O)CNC(=O)C1CCN(S(=O)(=O)c2cnc[nH]2)CC1	0.2	0	-0.2	3	-2.9	1	-2.2	0	-0.2
O=C(Cn1nc(-c2cccc(Cl)c2)ccc1=O)Nc1cccnc1	0.8	1	1.4	-2	-1.4	-1	-1.7	-8	?
CC1(C)OC(=O)C(=NNc2ccccc2C(=O)O)C(=O)O1	1.1	49*	.	-6	-1.7	-4	-0.4	3	-1.1
CN(CC(=O)Nc1ccccc1Cl)C(=O)Cn1cnc2ccccc2c1=O	-1.0	-2	-0.1	1	.	-2	-5.0	-3	1.1
COC(=O)NNC(=O)C(c1ccccc1)c1ccccc1	-1.8	9	.	.	2.9	5	0.0	.	.
CCOc1cc(C#N)c(NC(=O)Cn2nnc3ccccc32)cc1OCC	1.5	-7	-0.5	1	-0.6	5	-0.3	0	-0.1
Cc1c(C)c(C)c(S(=O)(=O)NCCC(=O)N2CCN(Cc3ccc(C#N)cc3)CC2)c(C)c1C	-0.7	-8	0.1	-5	-0.5	-2	-4.6	3	-0.2
CNC(=O)c1ccccc1NC(=O)C1CC(=O)N(C(C)C)C1 (stereo unspecified)	-0.1	-7	0.6	?	-0.4	2	0.0	-3	0.0
CCCC(=O)Nc1ccc(C(=O)COC(=O)c2cc(C)oc2C)cc1	0.2	5	-1.3	-7	1.4	1	0.4	4	0.2
Cc1cc(NC(=O)CSc2c3c(nc4ccccc24)CCC3)no1	-1.5	19	-0.8	-10	-0.8	2	-2.3	-16	-0.2
CSc1ccc(NC(=O)CC(C)=O)cc1	0.7	7	-1.9	2	-0.3	2	-1.6	-2	0.4
Cc1cc(/C=N/NC(=O)C(O)(c2ccccc2)c2ccccc2)c(C)n1-c1ccccc1	-0.3	1	-1.4	1	-1.5	0	-3.2	-3	-0.2
O=C(NCCCNC(=O)c1ccco1)c1ccc(F)cc1	-0.6	-10	.	6	2.1	0	-3.9	4	2.9
COc1ccc(CNC(=O)CN(C(=O)CCC(=O)Nc2ccccn2)c2cccc(C)c2C)cc1	0.9	4	0.5	-3	-1.5	0	-2.6	-3	-1.9
Cc1cc(C)n(-c2nnc(C)n2NS(C)(=O)=O)n1	-1.1	9	-1.2	-7	0.1	-4	-0.3	-7	0.4
Cc1c(Cl)cccc1N/C(=N/S(=O)(=O)c1cccs1)c1ccccc1	1.4	1	.	-2	1.0	3	-1.1	-7	-1.0
COc1ccc(/C(N)=N/OC(=O)c2ccco2)cc1OC	0.3	7	.	2	-0.2	3	0.0	1	0.5
CCOC(=O)C1=C(COC(=O)Cc2ccc(OC)c(OC)c2)NC(=O)NC1C (stereo unspecified)	-0.7	1	7.7	6	-2.9	1	-0.7	0	5.3
CCn1cnc2c1c(=O)n(Cc1cccc([N+](=O)[O-])c1)c(=O)n2Cc1ccccc1	0.9	-4	2.4	-1	-2.9	-1	-4.5	-4	1.6
